Bioassay records from PubChem BioAssay.
Rpn11 inh – Rpn11 (human) deubiquitinase inhibition; 360,000 compounds, 0.59% hits; calls only at 20 µM; O00487; human 26S proteasome, Ub4-pepOG fluorescence polarization; 20S core pre-blocked with epoxomicin; AID 588493;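 active = inhibition at 20 µM, scaled to each plate's controls, above about 33%, limit read from the data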
LMPTP block – LMPTP (human) inhibition | 360,000 compounds, 0.22% hits | AID 651560 | P24666 | recombinant LMPTP-A, OMFP fluorogenic substrate, fluorescence intensity | inhibition, % at 20 µM;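 active = compounds that cut the enzyme signal by at least half of the control window in the single-dose screen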;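 also: plate controls were DMSO wells with enzyme plus substrate for no effect and substrate without enzyme for full effect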
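test system = LMPTP-A | amount = 0.625 nM LMPTP-A final | reagent = fluorogenic phosphatase substrate OMFP at 400 µM final | incubation = 50 min at room temperature | benchmarks = no-enzyme low control, uninhibited high control | medium = Bis-Tris pH 6.0, DTT, detergent | signal = fluorescence intensity of OMFP turnover product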
STEP inh – STEP (human) phosphatase inhibition. inhibition, % at 20 µM. 360,000 compounds, 0.25% hits. P54829. recombinant STEP, OMFP fluorogenic substrate, fluorescence;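 active = inhibition at 20 µM, scaled per plate between control wells, above about 37%, limit read from the data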;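 also: 0% = DMSO with enzyme and substrate and 100% = substrate only without enzyme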
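Also added – OMFP at 25 µM · Test system – STEP tyrosine phosphatase · Technique – FITC-channel fluorescence of OMFP product · Schedule – 20 min at room temperature, dark · Evaluation – control-normalized % inhibition with plate pattern correction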
Scp-1 inhibitor – blocks human Scp-1 phosphatase activity; Recombinant Scp1, phosphopeptide, malachite green phosphate absorbance; inhibition, % at 20 µM; 340,000 compounds, 0.88% hits; AID 493091;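 active = inhibition above about 50% at 20 µM, limit read from the data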;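 also: plate controls were DMSO wells with enzyme for no effect and wells lacking enzyme for full effect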
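System: truncated SCP-1 phosphatase (76-261aa); medium: Tris acetate buffer pH 5.5 with MgCl2 and Tween-20; incubation: 45 min room-temperature reaction, 5 min colour, 30 min stabiliser; compound: single 20 µM dose, 1% DMSO; reagent: Phosphorylated 17-residue peptide substrate; read-out: % inhibition at 20 µM; technique: colorimetric free-phosphate detection, absorbance 630 nm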
DNMT1 inh – DNMT1 (human) enzyme inhibition; P26358; DNMT1 molecular beacon, Hinp1I cleavage, fluorescence; inhibition (reported as % activation of signal), % at 10 µM; 360,000 compounds, 0.83% hits; AID 588458; in the data active = inhibition above about 50%
SUMO1-SIM PPI – SUMO1-SIM interaction modulation. P63165. SUMO1 binding to a labelled peptide, TR-FRET, 1 h. inhibition, % at 20 µM. 360,000 compounds, 0.33% hits. AID 602429; in the data active = inhibition above about 37%
Target sequence (P63165 whole entry, looked up): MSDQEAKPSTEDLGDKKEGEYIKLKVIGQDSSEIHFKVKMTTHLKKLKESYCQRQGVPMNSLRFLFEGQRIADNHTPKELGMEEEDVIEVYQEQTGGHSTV
PABP1 MLLE inh – blocks PAM2 peptide binding to the PABP1 MLLE domain. P11940. GST-MLLE / FITC-PAM2 fluorescence polarization. inhibition, % at 20 µM. 360,000 compounds, 0.36% hits. AID 588489; in the data active = inhibition above about 35%, passing the limit was not always enough;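 also: plate controls were DMSO wells with GST-MLLE for no effect and wells lacking GST-MLLE protein for full effect; some results filed as inactive read as strong as hits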
Target sequence (P11940 whole entry, looked up, the tested form may be a part): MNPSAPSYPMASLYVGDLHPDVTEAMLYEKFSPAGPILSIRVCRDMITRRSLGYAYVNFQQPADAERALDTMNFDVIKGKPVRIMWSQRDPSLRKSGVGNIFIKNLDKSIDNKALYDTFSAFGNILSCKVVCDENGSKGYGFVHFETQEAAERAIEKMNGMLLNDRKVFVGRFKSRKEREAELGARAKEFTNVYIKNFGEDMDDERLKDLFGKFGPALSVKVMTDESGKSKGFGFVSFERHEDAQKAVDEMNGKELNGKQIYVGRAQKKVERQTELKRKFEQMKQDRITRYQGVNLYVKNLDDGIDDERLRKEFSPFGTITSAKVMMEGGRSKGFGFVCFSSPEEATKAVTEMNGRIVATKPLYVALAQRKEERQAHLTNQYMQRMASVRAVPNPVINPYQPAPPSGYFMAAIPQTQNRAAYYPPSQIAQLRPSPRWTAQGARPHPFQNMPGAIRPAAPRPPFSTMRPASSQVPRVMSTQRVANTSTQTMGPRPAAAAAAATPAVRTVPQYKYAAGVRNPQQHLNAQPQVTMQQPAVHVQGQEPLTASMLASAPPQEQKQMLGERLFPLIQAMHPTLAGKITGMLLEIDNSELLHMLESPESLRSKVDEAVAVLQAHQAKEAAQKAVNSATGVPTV
NadD inh – blocks S. aureus nicotinate mononucleotide adenylyltransferase; 360,000 compounds, 0.78% hits; purified NadD enzyme, colorimetric absorbance read-out; inhibition, % at 20 µM; in the data active = inhibition above about 26%; also: some compounds past the cut are filed as inactive
Tb MetRS inh – blocks T. brucei methionyl-tRNA synthetase activity. purified T. brucei MetRS, ATP depletion, Kinase-Glo luminescence. inhibition, % at 11.9 µM. 360,000 compounds, 0.4% hits. AID 624268;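 active = inhibition above a per-plate cutoff of the control wells' mean inhibition plus 3 SD, cut at about 5.5% in these data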;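 also: 0% = DMSO wells median and 100% = median of wells with control inhibitor compound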
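Assay system: T. brucei methionyl-tRNA synthetase, purified | Medium: HEPES buffer with MgCl2, KCl, DTT, spermine, BSA, pyrophosphatase | Compound: 11.9 µM single point | Incubation: 15 min enzyme-compound preincubation, 2 h reaction, 10 min detection, 25 °C | Measured by: Kinase-Glo luciferase luminescence reporting remaining unconsumed ATP | Measure: % inhibition normalized to control-well medians | Replication: Singlicate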
CSN inh – inhibitors of human CSN-mediated cullin deneddylation. Q92905. Purified CSN, SCF-Nedd8-OG deneddylation, fluorescence polarization. inhibition, % at 12.5 µM. 360,000 compounds, 0.38% hits;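 active = pattern-corrected inhibition above about 35%, with an unprinted fluorescence ratio check between 0.5 and 1.5, limit read from the data, passing the limit was not always enough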;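 also: 0% = enzyme with substrate and 100% = substrate without enzyme; some results filed as inactive read as strong as hits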
Target sequence (Q92905 whole entry, looked up, one chain of several): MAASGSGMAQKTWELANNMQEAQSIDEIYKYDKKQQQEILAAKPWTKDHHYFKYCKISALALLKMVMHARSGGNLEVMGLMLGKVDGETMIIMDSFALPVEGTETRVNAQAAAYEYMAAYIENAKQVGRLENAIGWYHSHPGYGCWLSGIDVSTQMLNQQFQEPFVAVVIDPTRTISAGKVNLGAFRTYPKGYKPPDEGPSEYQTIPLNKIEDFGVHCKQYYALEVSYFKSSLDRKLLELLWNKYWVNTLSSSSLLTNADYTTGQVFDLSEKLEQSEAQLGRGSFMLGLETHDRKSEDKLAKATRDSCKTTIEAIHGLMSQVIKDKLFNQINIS
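Material: purified human Csn5 enzyme expressed in HEK293T cells / Medium: Tris buffer pH 7.5, NaCl, DTT, Tween-20, trehalose, ovalbumin / Compound dosing: 12.5 µM single point / Schedule: 90 min incubation of compound, enzyme and substrate at room temperature / Signal: fluorescence polarization of the substrate / Control set: no-enzyme wells high, enzyme-with-substrate wells low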
Active calls of the source: *; i = inactive; nt = no result given. Hits appear at their usual frequency, and some 3.6% of all compounds hit somewhere here.

SMILES	Rpn11 inh	LMPTP block	STEP inh	Scp-1 inhibitor	DNMT1 inh	SUMO1-SIM PPI	PABP1 MLLE inh	NadD inh	Tb MetRS inh	CSN inh
N#CCSc1nnc(-c2ccccc2O)n1Cc1ccccc1	i	-2.3	-2	-7	3	-1	-21	-5	-0.5	-8
O=C(NNC(=S)Nc1ccc(Cl)cc1Cl)c1ccc(N2CCOCC2)c([N+](=O)[O-])c1	i	0.6	-4	-12	-30	-15	27	4	0.4	3
Cc1cccc(OCCCC(=O)Nc2ccc(N3CCCCC3)cc2)c1	i	1.5	-2	-7	-2	2	-5	-4	0.0	4
Cc1ccc(NC(=O)COC(=O)CCNS(=O)(=O)c2ccc(C)c(C)c2)cc1	i	-1.3	0	-3	-5	6	-4	-9	-0.8	-8
CCC(C)(C)NC(=O)C(c1ccc(F)cc1)N(Cc1ccccc1)C(=O)c1cnccn1 (stereo not drawn)	i	1.2	-3	1	-3	-4	16	-4	-1.2	2
CCCN1CNc2c(c(=O)[nH]c(=S)n2-c2ccccc2Cl)C1	i	-1.4	4	-1	1	11	18	-1	-0.4	0
COc1ccccc1/C=c1\sc2nc(-c3ccccc3OC)nn2c1=O	i	0.5	8	-7	-17	-1	12	13	-0.8	8
COc1ccc(/C=C(\NC(=O)c2ccc(C)cc2)C(=O)Nc2c(C)n(C)n(-c3ccccc3)c2=O)cc1	i	-2.4	-1	-2	2	-2	5	0	-0.3	7
CC(=O)N1CCN(S(=O)(=O)c2cccc(C(=O)Nc3ccc4c(c3)CCC4)c2)CC1	i	-0.8	2	3	1	5	-25	2	-1.0	-4
O=C(NN=Cc1ccccc1O)C(O)(c1ccccc1)c1ccccc1	i	-0.8	-3	-3	16	4	-14	2	-0.2	-6
CC1Cc2ccccc2N1C(=O)Cn1cc([N+](=O)[O-])ccc1=O (stereo not drawn)	i	-0.9	-1	-18	5	-25	-9	-8	-0.4	0
Cc1ccc(-n2cccn2)cc1	i	-1.6	-4	-8	3	0	1	-6	0.1	-6
Cc1ccc(NC(=O)CSc2nc(=O)n3cc(C)ccc3n2)c(C)c1	i	-1.5	-2	-6	0	0	1	-3	0.1	-2
C/C=C/C=C\C(=O)Nc1cccc(C2=NOC3(C2)C[C@H](C(N)=O)N(C(=O)CC#N)C3)c1 (stereo partly drawn)	i	2.7	0	67*	-2	71*	-2	7	-0.2	-4
COC(=O)[C@H](CC(C)C)NC(=O)Nc1ccccc1F	i	-1.0	0	-11	1	0	-5	0	0.1	2
Cc1c(Cl)cccc1NC(=O)c1cccc(NC(=O)CCC(=O)O)c1	i	0.2	1	-14	-3	4	2	-3	-0.8	0
CCCCn1c(N)c(C(=S)NC(=O)CC(C)(C)C)c(=O)n(C)c1=O	i	-1.7	0	-34	2	13	48*	2	0.0	-5
COc1ccc(C(=O)O)cc1S(=O)(=O)Nc1cc(C(F)(F)F)ccc1N1CCCCC1	i	-0.1	0	nt	-2	6	0	6	0.0	1
Cc1ccc(Cl)cc1N1CCN(C(=O)Cn2ncn3cccc3c2=O)CC1	i	-0.3	0	-11	1	-4	2	3	-0.5	3
Cc1cc(NC(=O)c2ccc([N+](=O)[O-])cc2Cl)no1	i	1.0	-2	3	1	-36	3	-1	0.8	5
COc1ccc(-c2ccc(-c3cc(=O)oc4cc(OC)c(OC)c(OC)c34)cc2)cc1	i	3.6	1	-4	-6	-11	-7	3	0.2	-1
Cc1cccc(/C(N)=N/OC(=O)CCc2ccccc2)c1	i	2.4	1	-7	3	-1	-4	0	-0.1	4
Cc1ccc(C(CC(=O)N2CCCC2)c2ccccc2)c(O)c1 (stereo not drawn)	i	-1.1	0	-10	3	6	-1	-1	-0.1	-1
CCCC[C@@H]1CNC(=S)N1CCc1cccc(F)c1	i	0.3	-3	2	5	3	-123	-2	0.2	-2
O=C(CSc1ccccn1)N/N=C/c1c[nH]c2ccccc12	i	0.7	-2	-5	-8	3	-4	1	-0.5	4
CC(CO)NS(=O)(=O)c1cccc(Cl)c1F (stereo not drawn)	i	-0.8	0	nt	6	4	2	5	0.0	4
CCOc1ccc(C(=O)NCC(=O)N2CCc3ccccc3C2)cc1OCC	i	-1.9	0	-1	-3	0	0	-9	-0.7	10
COc1ccc(C(=O)Nn2cc3c(c2-c2ccccc2)c(=O)n(C)c(=O)n3C)cc1	i	-0.6	0	-4	-1	0	10	-4	1.1	2
CC(NC(=O)c1ccccc1NS(C)(=O)=O)c1ccccc1 (stereo not drawn)	i	-0.9	-2	-5	3	-4	-7	-2	-0.3	-3
CCCN1CCC(N2CCN(c3cccc(C(F)(F)F)c3)CC2)CC1	i	-1.3	2	-3	1	2	2	1	0.5	3

Arranged by number of heavy atoms (highest first): part of the list above.
SMILES	Rpn11 inh	LMPTP block	STEP inh	Scp-1 inhibitor	DNMT1 inh	SUMO1-SIM PPI	PABP1 MLLE inh	NadD inh	Tb MetRS inh	CSN inh
COc1ccc(/C=C(\NC(=O)c2ccc(C)cc2)C(=O)Nc2c(C)n(C)n(-c3ccccc3)c2=O)cc1	i	-2.4	-1	-2	2	-2	5	0	-0.3	7
CCOc1ccc(C(=O)NCC(=O)N2CCc3ccccc3C2)cc1OCC	i	-1.9	0	-1	-3	0	0	-9	-0.7	10
COC(=O)[C@H](CC(C)C)NC(=O)Nc1ccccc1F	i	-1.0	0	-11	1	0	-5	0	0.1	2
CC(CO)NS(=O)(=O)c1cccc(Cl)c1F (stereo not drawn)	i	-0.8	0	nt	6	4	2	5	0.0	4

Later entries.
SMILES	Rpn11 inh	LMPTP block	STEP inh	Scp-1 inhibitor	DNMT1 inh	SUMO1-SIM PPI	PABP1 MLLE inh	NadD inh	Tb MetRS inh	CSN inh
O=C(O)c1ccccc1CC(CCc1ccccc1)C(=O)O (stereo not drawn)	i	-1.2	0	-8	29	8	2	1	-0.3	-4
O=C(N/N=C/c1cccnc1)C(O)(c1ccccc1)c1ccccc1	i	-0.2	-2	-5	5	-7	16	9	0.0	-4
CC(C)C[C@@H](CO)NS(=O)(=O)c1cc(Cl)ccc1F	i	-1.8	0	4	6	10	14	-5	1.0	-3
CCCNC(=O)CN1CCN(S(=O)(=O)c2ccc(Br)s2)CC1	i	-0.8	-2	5	2	-2	9	-1	-0.1	-2
CCOCCCNC(=O)Cn1cnc2c(cnn2-c2ccc(F)cc2)c1=O	i	-1.3	-3	1	-1	1	5	-7	0.4	-2
O=C(O)c1ccc(-c2nnn(Cc3cccc(C(F)(F)F)c3)n2)cc1	i	0.2	-3	-2	2	9	3	-4	0.1	5
CCOC(=O)C(C(=O)c1ccccc1)C1CC(C)NC(=S)N1 (stereo not drawn)	i	-2.0	2	-3	0	4	-119	6	-0.2	-6
CS(=O)(=O)Nc1ccc2[nH]c(=O)[nH]c2c1	i	-0.1	0	-9	1	-2	-6	6	1.5	-1
COc1ccccc1Cc1c(-c2ccc(C#N)cc2)nc2c(Cl)cc(C(F)(F)F)cn12	nt	1.7	nt	nt	nt	-4	nt	18	-0.1	46*
O=S1(=O)CCC(NC2CCCC2)C1 (stereo not drawn)	i	-1.8	1	-3	2	-2	4	-6	-0.8	0
CC1=CC(C)(C)Nc2ccc(OC(=O)c3ccco3)cc21	i	1.7	0	-7	-2	2	8	-3	-0.3	6
S=c1[nH]ncn1/N=C/c1ccccc1	i	-1.2	1	2	13	-2	-52	2	-1.4	1
N#Cc1ccc(N2CCc3ccccc3C2)c([N+](=O)[O-])c1	i	1.9	5	-8	0	-13	5	-5	-0.9	-3
Cc1ccc(CCSCC(=O)O)cn1	i	-0.7	1	-10	-4	0	6	-1	-0.1	0
Cc1cccc(NS(=O)(=O)c2ccc(C(=O)NCC(c3ccco3)N(C)C)cc2)c1C (stereo not drawn)	i	0.0	-3	0	0	6	8	-4	-0.6	2
Cc1ccc(Cc2ccccc2C(=O)O)cc1	i	-4.0	0	-13	1	2	12	-4	-0.2	0
O=S(=O)(c1ccccc1)N1N=C(c2ccc(O)cc2)CC1c1ccco1 (stereo not drawn)	i	1.2	-2	-8	-1	-2	-3	-3	0.2	0
CCC(=O)NC(c1cccs1)c1ccc2cccnc2c1O (stereo not drawn)	i	1.1	1	-11	-1	-13	3	9	0.4	7
O=C(CCN1C(=O)/C(=C/c2ccc(Cl)cc2)SC1=S)NCCCn1ccnc1	i	6.2	3	-4	0	-12	29	21	-0.1	4
Cc1cc(C)cc(N(CC(=O)N2CCCCCC2)S(C)(=O)=O)c1	i	-1.5	-2	0	0	2	-4	-8	-0.2	3
Cc1ccc(C2C3C(=O)N(c4ccccc4)C(=O)C3N3CCCN23)cc1 (stereo not drawn)	i	-1.4	1	-2	0	6	-14	-5	-0.6	-2
CCC1=NN(C(=O)Cc2ccc([N+](=O)[O-])cc2)C(O)(c2ccncc2)C1 (stereo not drawn)	i	1.1	2	1	2	-8	-10	0	-1.0	3
Cc1cccc2c(=O)c(Br)c(C)n(Cc3ccccc3)c12	i	0.8	0	4	0	0	-15	0	-0.2	-4
CC1=C(C(=O)OC(C)C)C(c2ccc(C)o2)C(C(=O)OC(C)C)=C(C)N1	i	4.6	0	-4	1	1	6	-8	0.0	1
Cn1nc(C(=O)OCC(=O)Nc2cc(Cl)ccc2C#N)c2ccccc2c1=O	i	-1.2	4	-7	-1	2	-1	-3	0.0	2
COc1cccc(-c2cc(CC3(O)CCN(CCCc4ccccc4)CC3)on2)c1	i	-1.1	1	-5	-4	-5	-10	-3	-0.9	-3
CC(C)CCN1C(=O)CCC1(C)C(=O)NC1CCCCCC1 (stereo not drawn)	i	-0.7	1	-3	3	5	0	1	0.8	-4
Cc1ccc(CNC(=O)c2c(-c3ccccc3)noc2C)cc1	i	-1.2	0	-6	3	-1	3	-6	-0.3	2
CCC(=O)OCC(=O)C1(OC(=O)CC)[C@H](C)C[C@H]2[C@H]3[C@H]([C@@H](O)C[C@@]21C)[C@@]1(C)C=CC(=O)C=C1C[C@H]3Cl (stereo partly drawn)	i	-0.6	2	-9	2	-1	-1	-1	-1.2	-5
OC(CSc1ccccc1)CN1CCN(c2ccccc2)CC1 (stereo not drawn)	i	0.5	0	-3	1	12	-7	2	-0.1	-3
COc1ccc(S(=O)(=O)N(Cc2cccs2)C2CCCC2)cc1	i	3.7	2	-3	-1	-2	-3	-4	-1.5	2
